MsrA inhibitor: inhibitors of bovine MsrA; purified bovine MsrA, absorbance read-out; inhibition, % at 15.5 µM; 0.75% of 360,000 active; AID 651718; in the data active = inhibition above about 4.5%;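 also: 0% = vehicle wells with enzyme and 100% = reference inhibitor wells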
SUMO1 PPI mod: modulators of human SUMO1-mediated protein-protein interactions | AID 602429 | SUMO1 binding to a labelled peptide, TR-FRET, 1 h | P63165 | 0.33% of 360,000 active | inhibition, % at 20 µM; in the data active = inhibition above about 37%
Scp1 inh: blocks human Scp-1 phosphatase activity | Q9GZU7 | Recombinant Scp1, phosphopeptide, malachite green phosphate absorbance | inhibition, % at 20 µM | 0.88% of 340,000 active | AID 493091;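 active = inhibition above about 50% at 20 µM, limit read from the data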;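 also: plate controls were DMSO wells with enzyme for no effect and wells lacking enzyme for full effect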
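Assay system: SCP-1 catalytic fragment, aa 76-261 | Buffer or medium: Tris acetate buffer pH 5.5 with MgCl2 and Tween-20 | Compound: One concentration, 20 µM, with 1.0% DMSO | Also added: Phospho 17-mer peptide substrate | Signal: Absorbance at 630 nm | Incubation: 45 min enzyme reaction at room temperature | Measure: % inhibition of SCP-1 phosphate liberation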
Rpn11 block: blocks the human proteasome subunit Rpn11. O00487. human 26S proteasome, Ub4-pepOG fluorescence polarization; 20S core pre-blocked with epoxomicin. calls only at 20 µM. 0.59% of 360,000 active. AID 588493;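 active = inhibition at 20 µM, scaled to each plate's controls, above about 33%, limit read from the data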
Target sequence (O00487 whole entry, looked up): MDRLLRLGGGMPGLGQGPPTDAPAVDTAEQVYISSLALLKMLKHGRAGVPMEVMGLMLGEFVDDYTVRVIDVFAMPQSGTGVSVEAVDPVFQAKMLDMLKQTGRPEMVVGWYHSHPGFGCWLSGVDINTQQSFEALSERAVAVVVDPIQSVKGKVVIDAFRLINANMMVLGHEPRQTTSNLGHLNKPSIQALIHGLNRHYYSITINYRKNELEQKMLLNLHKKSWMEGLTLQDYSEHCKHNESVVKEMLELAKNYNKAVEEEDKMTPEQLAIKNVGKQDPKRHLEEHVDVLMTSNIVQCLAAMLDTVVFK
CSN inh: blocks human CSN-mediated cullin deneddylation; Purified CSN, SCF-Nedd8-OG deneddylation, fluorescence polarization; inhibition, % at 12.5 µM; 0.38% of 360,000 active;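 active = pattern-corrected inhibition above about 35%, with an unprinted fluorescence ratio check between 0.5 and 1.5, limit read from the data, passing the limit was not always enough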;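 also: 0% = enzyme with substrate and 100% = substrate without enzyme; some results filed as inactive read as strong as hits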
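test system = HEK293T-derived human Csn5 enzyme | amount = 0.24 nM Csn5 enzyme, final concentration | medium = Tris/NaCl/DTT buffer, pH 7.5 | schedule = 90 min reaction at room temperature | signal = FP | evaluation = inhibition of Csn5 cleavage, % | compound dosing = single dose of 12.5 µM compound with 0.25% DMSO | probe or stimulus = 10 nM SCFSkp2-Nedd8OG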
Tb MetRS inh: Trypanosoma brucei MetRS inhibition; purified T. brucei MetRS, ATP depletion, Kinase-Glo luminescence; inhibition, % at 11.9 µM; 0.4% of 360,000 active; AID 624268;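 active = inhibition above a per-plate cutoff of the control wells' mean inhibition plus 3 SD, cut at about 5.5% in these data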;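 also: 0% = DMSO wells median and 100% = median of wells with control inhibitor compound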
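Material: parasite MetRS enzyme / Replication: singlicate, one well per compound / Signal: luminescence of leftover ATP / Schedule: 2 h aminoacylation at 25 °C after 15 min preincubation / Medium: HEPES-MgCl2-KCl buffer plus DTT, spermine, BSA, pyrophosphatase / Doses: 11.9 µM single point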
LMPTP inh: blocks human LMPTP phosphatase; recombinant LMPTP-A, OMFP fluorogenic substrate, fluorescence intensity; inhibition, % at 20 µM; 0.22% of 360,000 active; AID 651560;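 active = compounds that cut the enzyme signal by at least half of the control window in the single-dose screen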;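 also: plate controls were DMSO wells with enzyme plus substrate for no effect and substrate without enzyme for full effect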
Target sequence (P24666 whole entry, looked up): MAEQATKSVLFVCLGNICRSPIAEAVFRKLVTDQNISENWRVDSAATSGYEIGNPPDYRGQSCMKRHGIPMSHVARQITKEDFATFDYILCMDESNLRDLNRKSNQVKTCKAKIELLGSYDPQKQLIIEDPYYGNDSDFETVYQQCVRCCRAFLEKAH
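Assay system: LMPTP-A phosphatase enzyme | Input: 0.625 nM enzyme | Also added: Fluorogenic phosphatase substrate OMFP at 400 µM final | Compound dosing: One test concentration per compound, 20 µM, with 3% DMSO overall | Schedule: 50 min enzyme reaction at room temperature, protected from light | Signal: Fluorescence intensity | Benchmarks: no-enzyme and uninhibited controls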
DNMT1 block: inhibitors of human DNMT1; DNMT1 molecular beacon, Hinp1I cleavage, fluorescence; inhibition (reported as % activation of signal), % at 10 µM; P26358; AID 588458; 0.83% of 360,000 active; in the data active = inhibition above about 50%
NadD block: inhibitors of Staphylococcus aureus NadD | purified NadD enzyme, colorimetric absorbance read-out | inhibition, % at 20 µM | 0.78% of 360,000 active | AID 602399; in the data active = inhibition above about 26%; also: some compounds past the cut are filed as inactive
STEP block: inhibitors of human striatal-enriched phosphatase STEP | P54829 | inhibition, % at 20 µM | recombinant STEP, OMFP fluorogenic substrate, fluorescence | 0.25% of 360,000 active;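 active = inhibition at 20 µM, scaled per plate between control wells, above about 37%, limit read from the data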;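 also: 0% = DMSO with enzyme and substrate and 100% = substrate only without enzyme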
Target sequence (P54829 whole entry, looked up): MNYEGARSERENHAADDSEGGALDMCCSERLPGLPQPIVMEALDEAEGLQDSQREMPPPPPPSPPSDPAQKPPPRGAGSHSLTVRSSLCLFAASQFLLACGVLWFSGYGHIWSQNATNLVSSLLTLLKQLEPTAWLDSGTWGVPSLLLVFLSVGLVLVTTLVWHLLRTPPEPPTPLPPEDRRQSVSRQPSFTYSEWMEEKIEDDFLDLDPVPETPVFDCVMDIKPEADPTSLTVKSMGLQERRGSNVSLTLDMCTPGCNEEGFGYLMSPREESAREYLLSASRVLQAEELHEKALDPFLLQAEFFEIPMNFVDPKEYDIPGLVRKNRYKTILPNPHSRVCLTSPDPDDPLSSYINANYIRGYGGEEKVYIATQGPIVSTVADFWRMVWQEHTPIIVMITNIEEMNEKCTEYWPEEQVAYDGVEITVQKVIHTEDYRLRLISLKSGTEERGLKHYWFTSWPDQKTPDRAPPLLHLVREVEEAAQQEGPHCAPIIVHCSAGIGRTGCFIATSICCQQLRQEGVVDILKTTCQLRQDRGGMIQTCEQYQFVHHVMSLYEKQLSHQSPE
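material = STEP tyrosine phosphatase | reagent = fluorogenic phosphatase substrate OMFP at 25 µM final | doses = single compound dose of 20 µM, 1% DMSO final | schedule = 20 min reaction, room temperature, in the dark | measured by = fluorescence, 480/540 nm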
* marks the source's active call; other numbers are inactive results; i = inactive; . = not tested or not shown. Random draw from the library; about 3.9% have a hit in one of these screens.

SMILES	MsrA inhibitor	SUMO1 PPI mod	Scp1 inh	Rpn11 block	CSN inh	Tb MetRS inh	LMPTP inh	DNMT1 block	NadD block	STEP block
COc1ccc(NC(=O)Nc2ccc(Br)cn2)cc1	-1.4	-2	-1	i	-6	-0.7	0.5	3	4	-2
CC(=O)Oc1ccc2ccccc2c1C(NC(=O)C(C)C)c1cccc([N+](=O)[O-])c1 (configuration not stated)	-0.4	-14	-7	i	-1	0.2	-0.7	13	-1	-4
CCOC(=O)C1=CCN(S(=O)(=O)c2ccccc2C)C1c1ccc(F)cc1 (configuration not stated)	0.0	7	.	i	-1	-1.2	0.5	0	-11	3
CC1CC(C)CN(c2ccc([N+](=O)[O-])cc2-c2nn[nH]n2)C1 (configuration not stated)	0.6	-33	20	i	2	-0.3	-0.3	0	1	0
CN1CCN(C(=O)CCS(=O)(=O)c2cc3c(cc2Cl)NC(=O)CO3)CC1	-0.2	4	4	i	-1	-0.8	-0.4	2	2	-1
COc1cc(C(=O)N2CCN(C(=O)c3cc(-c4ccc(Br)cc4)n[nH]3)CC2)cc(OC)c1OC	0.0	8	-9	i	-2	1.0	0.3	-2	12	-2
C=CCn1c(SCC(=O)NCC2CCCO2)nnc1C1CCCCC1 (configuration not stated)	-1.5	0	-9	i	0	0.1	-2.0	-2	1	2
O=C1CN(C(=O)c2cc3ccccc3oc2=O)C(c2ccc(F)cc2)c2cc(F)ccc2N1 (configuration not stated)	0.0	-5	7	i	10	-0.5	-0.3	-2	9	-3
Cn1nc(C(=O)N2CCOCC2)c([N+](=O)[O-])c1C(=O)N1CCOCC1	0.3	-2	-5	i	3	-0.1	-2.8	-2	-7	2
O=C(COc1nncc2ccccc12)NCCC1=CCCCC1	0.5	-3	2	i	-1	0.4	-0.7	2	4	-1
COc1ccc(NC(C)=O)cc1NC(=O)c1c(C)noc1C	0.4	7	.	i	1	-0.1	-1.5	3	4	0
CC(=O)Nc1ccc(OC(=O)COc2ccc(Br)cc2)cc1	-0.3	1	-7	i	3	-0.5	0.2	-1	-3	1
COc1ccc(Cn2cc3c(-c4ccc(F)cc4)nnc-3c3cc(OC)c(OC)cc32)cc1	-0.8	-20	16	i	23	-0.3	20	-11	14	8
COC(=O)/C=C/c1cnc2ccccc2c1	2.4	-20	-3	i	4	0.1	-0.2	6	-3	-2
Cc1csc(NC(=O)COc2ccc3c(c2)CCC3)n1	-0.7	-1	-5	i	-4	0.1	0.9	2	-5	2
Cc1ccc(C(c2sc3ncnn3c2O)N2CCC(C)CC2)cc1 (configuration not stated)	0.2	3	-14	i	-2	0.2	-1.3	-2	-2	8
CCC(=O)Nc1nc2c(OC)ccc(C)c2s1	-0.8	3	-7	i	0	-0.7	-1.5	4	-2	-1
COC(=O)c1cn(NC(=O)c2ccc(OC)c(OC)c2)c(=O)c2ccccc12	-1.1	0	22	i	-2	-0.8	-0.8	0	6	1
COc1ccc(-c2cnc(C(O)c3ccc(CN4CCCCC4)cc3)[nH]2)cc1 (configuration not stated)	-1.2	-3	.	i	0	-0.4	1.5	3	-1	2
COC(=O)c1ccc(CSc2nc(C)nc3sc(C)c(C)c23)o1	1.0	-3	-7	i	-3	-0.1	-0.7	7	0	0
CCC(C)(C)C1CCc2c(sc(NC(=O)c3cccs3)c2C(N)=O)C1 (configuration not stated)	-0.8	4	0	i	-1	-0.2	1.3	3	24	-2
CCOn1c(=O)c(=O)n(OCc2ccccc2)c2ccccc21	-1.0	0	5	i	5	-0.5	-0.3	1	0	1
CC1=C(C(=O)OC(C)C)C(c2cccs2)N2C(=O)CCSC2=N1 (configuration not stated)	0.4	0	-3	i	7	-0.6	0.9	-1	2	-5
Cn1c(O)c(N=NC(=O)Cn2ccc(C(F)(F)F)n2)c2ccccc21	1.7	-18	-5	i	6	-0.6	-0.2	-8	-1	2
CCOC(=O)C1CCN(C(=O)C2CCN(S(=O)(=O)N3CCC4(CC3)OCCO4)CC2)CC1	1.9	-2	-6	i	3	-0.1	-0.9	2	-9	1

A different layout for some results above.
Each structure is followed by: MsrA inhibitor | SUMO1 PPI mod | Scp1 inh | Rpn11 block | CSN inh | Tb MetRS inh | LMPTP inh | DNMT1 block | NadD block | STEP block
- O=C(COc1nncc2ccccc12)NCCC1=CCCCC1
 : 0.5 | -3 | 2 | i | -1 | 0.4 | -0.7 | 2 | 4 | -1
- CC(=O)Oc1ccc2ccccc2c1C(NC(=O)C(C)C)c1cccc([N+](=O)[O-])c1 (configuration not stated)
 : -0.4 | -14 | -7 | i | -1 | 0.2 | -0.7 | 13 | -1 | -4

Record cards, from the list above. Values in the order: MsrA inhibitor	SUMO1 PPI mod	Scp1 inh	Rpn11 block	CSN inh	Tb MetRS inh	LMPTP inh	DNMT1 block	NadD block	STEP block
Cn1nc(C(=O)N2CCOCC2)c([N+](=O)[O-])c1C(=O)N1CCOCC1 in the list: 0.3	-2	-5	i	3	-0.1	-2.8	-2	-7	2
CC1CC(C)CN(c2ccc([N+](=O)[O-])cc2-c2nn[nH]n2)C1 (configuration not stated) in the list: 0.6	-33	20	i	2	-0.3	-0.3	0	1	0

Returning to the listing; the 5 compounds before the break are reprinted first.
SMILES	MsrA inhibitor	SUMO1 PPI mod	Scp1 inh	Rpn11 block	CSN inh	Tb MetRS inh	LMPTP inh	DNMT1 block	NadD block	STEP block
CCC(C)(C)C1CCc2c(sc(NC(=O)c3cccs3)c2C(N)=O)C1 (configuration not stated)	-0.8	4	0	i	-1	-0.2	1.3	3	24	-2
CCOn1c(=O)c(=O)n(OCc2ccccc2)c2ccccc21	-1.0	0	5	i	5	-0.5	-0.3	1	0	1
CC1=C(C(=O)OC(C)C)C(c2cccs2)N2C(=O)CCSC2=N1 (configuration not stated)	0.4	0	-3	i	7	-0.6	0.9	-1	2	-5
Cn1c(O)c(N=NC(=O)Cn2ccc(C(F)(F)F)n2)c2ccccc21	1.7	-18	-5	i	6	-0.6	-0.2	-8	-1	2
CCOC(=O)C1CCN(C(=O)C2CCN(S(=O)(=O)N3CCC4(CC3)OCCO4)CC2)CC1	1.9	-2	-6	i	3	-0.1	-0.9	2	-9	1
CCOC(=O)N1CCN(C(=O)CCSc2ccc(Cl)cc2)CC1	-0.7	1	-1	i	6	-0.8	-1.8	0	3	2
COc1ccc(N2CCN(C(c3ccccc3OC)c3nnnn3C3CCCC3)CC2)cc1 (configuration not stated)	1.2	1	2	i	5	-0.5	-1.8	-6	0	2
Cc1c(C)c2ccc(O)c(CN3CCN(C)CC3)c2oc1=O	3.2	-3	-1	i	2	-0.6	-2.8	3	-1	-2
COC1CCCN(Cc2nc(Cc3ccccc3F)no2)C1 (configuration not stated)	-1.1	-6	-10	i	1	-0.3	-1.9	0	3	-8
Cc1cc(OC(C(=O)O)c2ccccc2)c2c(C)c(Cc3ccccc3)c(=O)oc2c1 (configuration not stated)	-0.7	-2	-5	i	6	-0.4	0.5	88*	0	4
CCN(CC)C(=O)COc1ccc2c(-c3ccccc3)cc(=O)oc2c1	1.7	-16	0	i	5	-1.0	-0.9	6	2	2
C[C@H](CO)N1C[C@H](C)[C@@H](CN(C)C(=O)Nc2ccc(C(F)(F)F)cc2)Oc2ccc(NC(=O)Nc3ccc(C(F)(F)F)cc3)cc2C1=O	-0.1	9	-18	i	-2	0.6	3.8	-44	10	-1
O=S(=O)(Nc1ccc(N2CCCCC2)cc1)c1ccc(F)c(F)c1	-0.4	-1	-5	i	-2	1.9	0.0	-3	-6	2
O=C(c1ccc(NS(=O)(=O)c2cccc(F)c2)cc1)N1CCCC1	-1.1	-2	-4	i	-3	-0.2	1.0	3	-5	-2
Cn1c(N2CCOCC2)nc2c1c(=O)n(Cc1ccc(Cl)cc1)c(=O)n2C	-0.3	6	-2	i	2	-0.3	0.6	2	5	16
Cc1ccn2cc(CCNC(=O)Cc3cccs3)nc2c1	-0.9	1	-14	i	4	0.4	0.2	-2	-1	-4
COCCOc1ccc(C(F)(F)F)cc1NC(=O)c1ccccc1F	0.2	0	-3	i	1	0.2	0.4	7	-1	0
CC(=O)C1C(c2ccc(F)cc2)NC(=O)NC1(O)C(F)(F)F (configuration not stated)	.	1	-4	i	0	0.3	-1.6	1	-2	-2
NCCS(=O)(=O)O	-0.6	-4	-24	i	6	0.0	-1.2	2	4	-2
COC(=O)CNc1nc(-c2cccnc2)nc2ccccc12	1.7	6	-8	i	-1	-0.7	1.4	-5	2	0
Cc1ccc(-c2nnc(Nc3ccc(CC(N)=O)cc3)c3ccccc23)cc1S(=O)(=O)NCCO	2.7	-25	-1	i	-3	0.0	0.5	0	-1	2
C[C@H](CO)N1C[C@H](C)[C@@H](CN(C)C(=O)c2cnccn2)Oc2cc(C#CCC3CCCC3)ccc2S1(=O)=O	-0.3	3	.	i	4	-0.3	-0.2	17	10	2
COc1ccc(-c2nc(CS(=O)CC(=O)NCc3ccco3)c(C)o2)cc1OC (configuration not stated)	1.6	-2	-11	i	-6	-0.7	-0.8	1	3	0
CC(=O)N(c1cccc(C)c1)S(=O)(=O)c1ccc(Cl)cc1	0.9	0	-1	i	-5	-0.4	-1.3	4	-3	-1
O=C(c1ccc(F)cc1)N1C2CCC1CC(O)(c1ccccc1F)C2 (configuration not stated)	0.5	-2	-4	i	-2	0.0	-0.5	0	-1	-1
Cc1ccc(Nc2nc(N)c([N+](=O)[O-])c(NCc3ccccc3)n2)cc1	0.8	-1	10	i	-1	-0.5	2.4	-1	-3	0
O=C(Nc1cccnc1)c1ccc(NC(=O)c2ccco2)cc1	0.2	4	-5	i	1	0.5	0.8	1	-2	-1
O=S1(=O)N=C(N/N=C/c2cccs2)c2ccccc21	5.8*	-2	-5	i	4	-1.1	-1.3	-2	6	-2
Cc1ccnc(NC(=O)CN2C(=O)c3ccccc3S2(=O)=O)c1	1.0	-1	-5	i	0	-0.1	-1.7	0	1	-2

High-throughput results from PubChem BioAssay.
